ERG Ets-DNA blk – ERG Ets/DNA interaction inhibition; Potency, µM (series often up to 76.9 µM), for inactives: at the highest dose FP activity, negative = inhibition, actives largely listed as inhibitors; P11308; actives 0.028% (n = 370,000); fluorescence polarization, His-ERG Ets domain / labelled DNA; active = well fitted inhibition curve with a large enough effect in the polarisation, with a control signal flat; inconclusive = small, poorly fitted or top-dose-only effect, or effect the other way, or a change in a side signal; inactive = no such curve, though single readings can be large or run the other way; the % refers to the polarisation;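 note: polarization taken with two DNA probes labelled with fluorescein and Texas red; potency is the fitted concentration of half-maximal effect; % of control where 0% means no effect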
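His-tagged ERG Ets domain (1 uM in the protein solution; 300mM KCl, 50mM Tris-HCl, 1mM EDTA, 1mM DTT, pH 7.5) received compound, then a probe mix of 5 nM fluorescein-DNA and 100nM Texas-615-DNA. Fluorescence polarization was read for both dyes.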
D2 antag – antagonizes the human D2 dopamine receptor; P14416; HEK293 TREx D2 cells, calcium flux, dopamine EC80; inhibition, % at 10 µM; actives 2% (n = 340,000); in the data active = inhibition above about 30%; note: 0% is about no effect
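Cells plated overnight at 30 C with tetracycline; no-wash calcium dye, 30–90 min RT; 10 s baseline; compound pinned; 180 s read; EC80 dopamine added; another 180 s read.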
12-LOX inh – inhibitors of human 12S-lipoxygenase ALOX12; P18054; purified 12hLO, xylenol orange hydroperoxide absorbance; Potency, µM (highest dose often 108 µM), without a hit: at the top dose activity change, negative = inhibition, usual class: inhibitors; actives 1.1% (n = 580,000); AID 1671190; note: potency is the fitted concentration of half-maximal effect; % is set by controls: 0 for no effect and ±100 for the full control effect
Target sequence (P18054 whole entry, looked up): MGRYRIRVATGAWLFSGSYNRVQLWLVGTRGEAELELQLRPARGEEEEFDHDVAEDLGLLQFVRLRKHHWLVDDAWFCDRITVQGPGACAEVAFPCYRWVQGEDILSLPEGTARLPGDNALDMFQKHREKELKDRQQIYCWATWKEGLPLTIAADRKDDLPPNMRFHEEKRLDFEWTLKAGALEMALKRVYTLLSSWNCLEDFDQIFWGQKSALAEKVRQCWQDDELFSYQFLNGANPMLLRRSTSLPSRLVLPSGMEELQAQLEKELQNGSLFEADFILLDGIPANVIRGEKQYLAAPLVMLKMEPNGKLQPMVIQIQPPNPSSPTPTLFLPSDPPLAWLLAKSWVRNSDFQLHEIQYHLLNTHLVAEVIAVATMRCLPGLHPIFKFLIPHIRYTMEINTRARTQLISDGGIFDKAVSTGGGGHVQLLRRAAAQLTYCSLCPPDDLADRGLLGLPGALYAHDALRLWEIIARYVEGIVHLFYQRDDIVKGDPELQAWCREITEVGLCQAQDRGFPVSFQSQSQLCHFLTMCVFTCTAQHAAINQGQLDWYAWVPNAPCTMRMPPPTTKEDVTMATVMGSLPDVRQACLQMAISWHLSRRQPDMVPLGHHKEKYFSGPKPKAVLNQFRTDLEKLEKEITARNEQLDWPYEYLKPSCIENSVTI
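Hydroperoxide product was detected by ferrous iron/xylenol orange as the 573 to 405 nm absorbance ratio. Arachidonic acid at 40 uM (final) was turned over for 30 min at room temperature by 150 nM human 12hLO, pH 7.0 Hepes buffer, after 15 min compound preincubation.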
Glioma ERSR ind – induces the endoplasmic reticulum stress response in human glioma cells; U87-MG GRP78 promoter luciferase reporter, 16 h; Potency, µM, inactives show at the highest dose activation, actives largely listed as activators; actives 0.02% (n = 420,000); AID 602332; note: potency is the fitted concentration of half-maximal effect; series mostly up to about 76 µM; % of control where 0% means no effect; nearly all actives have a fitted effect of over 35% in size
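Stably transfected U87-MG glioma cells carrying a GRP78-based luciferase sensor; 16 h compound incubation. Luminescence end-point read 10 min after Bright-Glo addition at room temperature.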
Vif-A3F inh – Vif-A3F binding inhibition; HeLa A3F-eYFP + Vif (tagged APOBEC3F with the HIV-1 protein that degrades it), YFP fluorescence increase; Potency, µM (doses to about 46.1 µM), for the others: top-dose activity, negative = active; actives 0.2% (n = 390,000); AID 602313; note: potency is the fitted concentration of half-maximal effect; % of control where 0% means no effect; nearly all actives have a fitted effect of over 65% in size
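Fluorescence increase (Ex 488/Em 500-530) after overnight compound treatment at 37 deg C flags inhibition of Vif-driven A3F-eYFP loss in stable HeLa A3F-eYFP/Vif cells seeded overnight beforehand.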
LDHA inh – LDHA (human) enzyme inhibition; actives 0.15% (n = 480,000); P00338; activity change, % (values are at about 110 or 230 µM); AID 1347041; purified LDHA, NADH/diaphorase-resazurin fluorescence; hits give low values; in the data active = activity change below about -30%; inconclusive = mostly about -25% to -30%;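 note: plate controls were DMSO wells for no effect and wells without enzyme for full effect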
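Remaining NADH was detected by diaphorase (0.133 mg/mL) converting 37 µM resazurin to fluorescent resorufin, read at 0 and 20 minutes. The preceding 5-minute room-temperature reaction used 2 nM LDHA, 0.2 mM sodium pyruvate and 0.06 mM NADH at pH 7.4.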
Vif-APOBEC3G blk – blocks the Vif interaction with human APOBEC3G | Q9HC16 | HeLa A3G-eYFP + Vif (tagged APOBEC3G with the HIV-1 protein that degrades it), YFP fluorescence, overnight | Potency, µM (highest dose often 46.1 µM), without a hit: at the top dose activity, negative = active, hits mostly inhibitors | actives 0.076% (n = 410,000) | AID 602310;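 note: potency is the fitted concentration of half-maximal effect; % is set by controls: 0 for no effect and ±100 for the full control effect; nearly all actives have a fitted effect of over 60% in size; hits raise eYFP signal because A3G escapes Vif-driven loss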
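HeLa cells stably expressing Vif and C-terminally eYFP-tagged A3G, seeded overnight at 37 deg C, then exposed to compound by pintool overnight at 37 deg C. Rise in yellow fluorescence (Ex 488/Em 500-530, Acumen) marks blocked Vif-driven A3G degradation.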
RGS4 inh – inhibitors of human regulator of G protein signaling 4. P49798. Transcreener GDP fluorescence polarization, RGS4-accelerated GTP hydrolysis. Potency, µM (doses to about 114 µM), for the others: top-dose activity change, negative = inhibition, actives largely listed as inhibitors. actives 0.039% (n = 390,000); note: potency is the fitted concentration of half-maximal effect; % is set by controls: 0 for no effect and ±100 for the full control effect; nearly all actives have a fitted effect of over 75% in size; some results filed as inactive show a strong effect at the top dose
Target sequence (P49798 whole entry, looked up): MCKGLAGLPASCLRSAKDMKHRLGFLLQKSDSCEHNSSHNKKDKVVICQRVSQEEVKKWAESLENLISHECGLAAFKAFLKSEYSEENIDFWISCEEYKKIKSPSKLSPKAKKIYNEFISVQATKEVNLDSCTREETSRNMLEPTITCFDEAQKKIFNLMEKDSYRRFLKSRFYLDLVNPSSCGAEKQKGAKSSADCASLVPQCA
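MLSMR compounds (23 nl, pin-transferred) preincubated 10 min at room temperature with a 500nM (2x) first reagent, then RGS4 at 900nM (2x) plus Transcreener GDP mix added; fluorescence polarization (620/688 nm) read before and after 90 min at 30 °C.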
D2 ag – D2 dopamine receptor (human) agonism | P14416 | HEK293 T-REx D2 cells, calcium flux agonist mode | activation, % at 2 µM | actives 0.53% (n = 340,000) | AID 485358;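 active = activation over 3 SD above normal in the single-dose calcium agonist read, cut at about 30% in these data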; note: 0% is about no effect
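Tetracycline-induced HEK293 Trex cells with D2 receptor force-coupled to calcium signaling, plated overnight at 30 C and loaded with no-wash calcium dye. Calcium flux read kinetically for 180 s after compound addition; responses flag agonists.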
An asterisk follows results filed as active; ? = inconclusive; . = no result given; & = joins results of further samples; [ ] = dose if it differs, or a comment. Unless noted, calls come from the whole dose curve; as a rule, active = well fitted curve in the direction sought with a large enough effect; inconclusive = small, poorly fitted or top-dose-only effect, or another doubt; inactive = no such curve, though single readings can be large; an effect the other way counts as inactive or inconclusive.

SMILES	ERG Ets-DNA blk	D2 antag	12-LOX inh	Glioma ERSR ind	Vif-A3F inh	LDHA inh	Vif-APOBEC3G blk	RGS4 inh	D2 ag
COc1ccc(CN(Cc2ccc(OC)cc2)S(=O)(=O)c2ccc(-n3cnnn3)c(C)c2)cc1	4%	19	-34%	-4%	-10%	2	2%	-1%	-0.5
O=C(COC(=O)c1cc(S(=O)(=O)NCc2ccccc2)ccc1O)NCc1ccccc1	2%	2	0%[57.4 µM]	-6%	1%	-6	-11%	-2%[11.4 µM]	0.6
CCn1cc(CCCC(=O)NCc2ccccc2OC)c2ccccc21	5%	5	0%	-6%	4%	-1	-1%	-1%	-1.6
COc1cc(NC(=O)CN2c3ccccc3CC2C)cc(OC)c1OC (stereo not given)	1%	29	1%	-1%	5%	-7	0%	-13%	0.8
CCN(CC)CC(=O)N1c2ccccc2Sc2ccc(Cl)cc21	0%	26	-8%	-3%	-10%	4	-5%	-10%	0.5
COCCN(CCOC)C(=S)Nc1ccccc1	4%	20	-7%	-1%	8%	-6	7%	-6%	-0.4
Cc1cc(C(=O)COC(=O)c2cccs2)c(C)n1-c1c(C)n(C)n(-c2ccccc2)c1=O	-6%	11	0%	-3%	4%	1	-1%	-5%[11.4 µM]	0.6
CC(=O)N1C=CN(C(C)=O)C(c2cn(C)c3ccccc23)C1c1cn(C)c2ccccc12 (stereo not given)	0%	-9	0%	2%	-8%	-6	-3%	-38%	0.0
Cc1ccc(Cl)cc1NC(=O)c1cc(CN2CCCC2)on1	5%	.	-12%	-1%	-4%	-2	-2%	-20%	-0.8
O=C(NCc1ccc(Cl)cc1)C1CCCN(C(=O)c2cnn(-c3ccc(F)cc3)c2-n2cccc2)C1 (stereo not given)	-5%	.	0%	-1%	-4%	-1	-5%	22%	-1.0
COc1ccc(C(CC(=O)Nc2ccc(Br)cn2)N2Cc3ccccc3C2=O)cc1 (stereo not given)	13%	.	-16%	-2%	1%	-1	0%	9%	-0.7
CCOc1ccc(N2C(=O)CSC23CCCCC3)cc1	4%	-4	0%	-6%	11%	-9	-1%	-4%	0.2
CC(=O)c1ccc(S(=O)(=O)N(C)CCCC(=O)N2CCN(c3ncccn3)CC2)cc1	.	2	32%	-1%	1%	-2	1%	19%	-0.2
CS(=O)(=O)NCCNC(=O)c1cc(OCC(F)(F)F)ccc1OCC(F)(F)F	11%	31*	-7%	14%	-3%	-5	-3%	6%	0.3
COc1ccc(/C=C2\N=C(C)OC2=O)cc1OC(C)=O	-5%	-6	0%	-4%	1%	-18	-5%	-23%	-0.3
O=C(Cc1ccccn1)c1ccc(O)cc1O	-5%	2	?	0%	-18%	0	-5%	-26%	0.7
COc1ccc(CN2C(=O)CCC2(C)C(=O)NCc2cccnc2)c(OC)c1 (stereo not given)	-4%	6	0%	-6%	-4%	-7	-1%	-39%	0.1
Cc1ccc(NC(=O)c2cnn(-c3ccccc3)c2C)c(C)c1	9%	-17	-4%	-1%	8%	-8	0%	-35%	0.4
CCn1nc(NS(=O)(=O)c2ccccc2)c2cc3ccc(C)cc3nc21	-18%	6	11%	-8%	-3%	1	1%	-2%	-0.9
CC(C)Cn1c(N)c(C(=O)COC(=O)c2c(O)c(Cl)cc(Cl)c2Cl)c(=O)n(C)c1=O	3%	-2	?	-2%	-21%	-6	-7%	-2%	-0.8
CC1CCc2c(sc(NC(=O)CCc3nc4ccccc4c(=O)[nH]3)c2C#N)C1 (stereo not given)	5%	-20	-27%	-7%	4%	-2	0%	16%	0.7
Cc1cc(-c2ccccc2)c(C#N)c(SCC(N)=O)n1	3%	.	1%	-5%	4%	-1	0%	19%	.
O=C(N=Nc1c(O)[nH]c2ccccc12)Nc1ccccc1	.	.	?	-11%	2%	1	-7%	?	.
COc1cc(C2NC(=S)NC(C)=C2C(=O)Nc2ccc(C)cc2)ccc1O (stereo not given)	-18%	14	?	4%	12%	-6	-4%	-43%	-0.4
CCOc1cc2[nH]c(=S)n(Cc3ccc(C(=O)NCCCOC)cc3)c(=O)c2cc1OCC	11%	9	12%	0%	-5%	0	2%	13%	0.1
COc1ccc(C(=O)/C=C/c2ccc(OC)c(COc3ccccc3F)c2)cc1	3%	-1	-5%	-3%	2%	1	?	-17%	5.1
Cc1cc2c(=O)n(Cc3ccco3)c(SCC(=O)N3CCCc4ccccc43)nc2s1	.	7	1%	-2%	-7%	-3	0%	-17%	0.8
N#CC1=C2SCN(c3ccccc3)CN2C(=O)CC1c1cccs1 (stereo not given)	0%	11	?	-5%	5%	3	-4%	?	-0.4
O=C(c1cc(Cl)c(=O)n(Cc2ccc(Cl)cc2)c1)N1CCOCC1	6%	.	4%	-4%	-3%	-12	3%	5%	.
N#Cc1nc(-c2cccs2)oc1NCCc1ccccc1	0%	.	?	4%	-1%	-4&3	0%	-26%	.
O=C(O)Cn1c(SCCOc2ccccc2)nc2ccccc21	4%	13	-13%	-1%	-13%	-7	-2%	7%	0.9
CC(C)c1ccc2oc(=O)cc(CN3CCOCC3)c2c1	5%	16	-20%&-13%	-7%	-3%	0&3	1%	-17%	-0.2
Cc1ccc(OCc2ccccc2C)c([N+](=O)[O-])n1	-9%	.	1%	7%	-3%	-11	-4%	11%	.
Cc1ccc(-c2csc(NC(=S)NC(=O)/C=C/c3ccco3)n2)cc1	-2%	-1	-28%	-3%	-6%	0	?	-30%	-1.8
CCOC(=O)CNC(=O)CSc1nnc(-c2c[nH]c3ccccc23)n1CC	-6%	6	2%	1%	1%	-11	0%	-3%	0.9
Cc1cc(C)cc(NC(=O)Cn2c(=O)n(-c3cc(C)cc(C)c3)c(=O)c3oc4ccccc4c32)c1	-6%	.	-17%	-3%	0%	0	-1%	9%	-0.2
COc1ccc(NC(=S)N/N=C2\CC(C)(C)Oc3ccc(O)cc32)cc1	7%	16	32µM*	-4%	?	-2	-12%	-30%[11.4 µM]	-1.1
NC(COCc1ccccc1)c1csc(Nc2ccccn2)n1 (stereo not given)	.	.	0%	7%	.	-3	3%	.	.
COc1cc(-c2cnc3c(NC=O)cc(-c4cccnc4)cn23)cc(OC)c1OC	.	.	-9%	1%	.	-1	?	.	.
Cc1ccc(C)c(/C=N/n2cc(-c3ccccc3)[nH]c2=S)c1	2%	20	?	0%	2%	-1	-2%	-20%	2.4
Cc1nc(-c2ccccc2)nn1-c1ccc([N+](=O)[O-])cc1	7%	.	0%	4%	9%	-6	-12%	-12%	.
C/C(N)=C(/C#N)C(=O)COC(=O)CC12CC3CC(CC(C3)C1)C2	1%	-6	0%	-1%	-1%	-2	1%	?	-0.2
COc1ccccc1/C=C/C(=O)NCC(=O)N=Nc1c(O)[nH]c2ccccc12	3%	-29	7%	-4%	-1%	-2	0%	-8%	0.8
Cc1cc(C)n(-c2ncnc3sc(C)c(C)c23)n1	-9%	6	0%	0%	-5%	-6	-1%	7%	0.9
CCc1nnc(NS(=O)(=O)c2ccc(NC(=O)c3ccc([N+](=O)[O-])s3)cc2)s1	.	.	-13%	-12%	-6%	1	-25%	.	.
COc1cccc(NC(=O)CN(C)S(=O)(=O)c2ccc(C)cc2)c1	-3%	12	?	-3%	3%	-5	-1%	-4%	-0.9
O=C(NC1CCN(C(=O)Nc2cccc(Cl)c2)CC1)C1CCCCC1	18%	7	20%	-5%	5%	-4	-6%	10%	0.4
O=C(O)c1cccc(NC(=O)c2ccc(CN3C(=O)c4ccccc4C3=O)cc2)c1	6%	2	0%	-5%	9%	-3	3%	-16%	0.0
O=c1cc(Cn2nnc(-c3ccc(Cl)cc3)n2)nc2sccn12	-6%	-1	-14%	-2%	1%	-4	-1%	-13%	1.0
Cn1c(=O)c2sccc2n2c(CCCC(=O)NCc3ccc(F)cc3)nnc12	-1%	-12	12%	3%	12%	-5	-5%	20%	2.5
O=C(CCc1c[nH]c2ccccc12)NCCOc1ccccc1	-2%	12	-21%	-2%	-16%	-1	-7%	2%	0.4
CSc1ccc(CCNC(=O)c2cc3cc4cc(C)ccc4nc3s2)cc1	3%	.	-12%	1%	-5%	1	1%	-23%	0.9
CC(NC(=O)c1ccccc1F)C(=O)O (stereo not given)	2%	4	?	-6%	-9%	-10	1%	10%	0.5
COC(=O)c1ccc(NC(=S)NC(=O)C2CCC2)cc1	-3%	-4	?	5%	-31%	-9	-7%	14%	0.2
Fc1ccc(Cn2nnnc2C(c2cccs2)N2CCCCCC2)cc1 (stereo not given)	.	-1	21%	-7%	4%	-2	0%	-10%	0.4
CCCN(CCC)Cc1cc(=O)oc2cc(OC)c(Cl)cc12	.	.	32µM*	-4%	.	1	-5%	.	.
O=C(c1ccccc1-c1nc(-c2ccc(F)cc2)no1)N1CCCC1	0%	1	5%	-4%	-8%	-5	0%	0%	0.1
Cc1coc2c1c(C)cc1oc(=O)cc(C)c12	-1%	.	-26%	-4%	-6%	-9	3%	29%	0.5
CN(C)/C=C1/Sc2ccccc2C1=O	7%	10	?	-6%	-2%	-2	1%	12%	0.2

This is a subset; the hit share may differ from the screen's.
